# Ecoli viability: counter-screen for AddAB inhibitors: E. coli growth inhibition. E. coli V3065 growth, OD600 absorbance, 18 h. 330,000 compounds, 0.27% hits. inhibition, % at 11.9 µM;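 active means inhibition above the campaign's mean inhibition across all tested compounds plus 3 SD, cut at about 9.9% in these data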;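 further: uninfected addAB+ strain grown without phage in ampicillin broth; 0% = DMSO wells and 100% = ciprofloxacin 0.95 µg/ml wells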
# AddAB inh: less growth of phage-infected E. coli with AddAB. E. coli expressing H. pylori AddAB, absorbance growth. inhibition, % at 11.9 µM. 330,000 compounds, 0.29% hits; in the data active means inhibition above about 12%;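 further: 0% = vehicle wells of infected cells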
# PfHsp90 set2: growth inhibition of yeast expressing Plasmodium Hsp90 | S. cerevisiae expressing PfHsp90, BacTiter-Glo ATP, 48 h; yeast lacking PDR1 and PDR3 efflux regulators | 310,000 compounds, 0.32% hits | inhibition, % at 9.4 µM;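 active means every replicate shows inhibition above about 80%, whatever the replicate mean, limit read from the data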;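 further: 0% = DMSO neutral controls and 100% = 20 µM radicicol positive controls; yeast relying on Plasmodium falciparum Hsp90 in place of its own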
# Mot1-301 SUMO: blocks SUMOylation pathway, rescuing yeast Mot1-301 growth | S. cerevisiae Mot1-301 growth rescue, ATP luminescence, 38.5C; percent above DMSO median, 100 means doubled | growth rescue, % at 18.8 µM | 320,000 compounds, 1% hits | AID 2716;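 active means every valid replicate shows activation above 250% relative to neutral control wells; inactive means the rest, any valid replicate at or below 250%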;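 further: OY570 slx delta 5 strain wells were the positive control but not used for scaling; some compounds called inactive have numbers as strong as hits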
# DSG3 Ab inh: inhibitors of pemphigus antibody binding to human desmoglein-3. binding (percent of control), % at 10 µM. 310,000 compounds, 0.48% hits. DSG3-coupled beads, scFv-anti-DSG3-GFP binding, flow cytometry; active compounds read low. P32926;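 active means binding more than 3 SD below its plate's average and above zero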;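 further: hits lower antibody fragment binding to DSG3; some compounds called inactive have numbers as strong as hits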
# phage Ecoli inh: E. coli growth loss with phage present; growth absorbance; 360,000 compounds, 0.26% hits; AID 651602; inhibition, % at 11.9 µM; in the data active means inhibition above about 11%
# OPRM1-OPRD1 inv: mu-delta opioid heterodimer inverse agonism; P35372+P41143; cell-based MOR-DOR heterodimer luminescence; inhibition, % at 9.3 µM; 340,000 compounds, 0.21% hits; in the data active means inhibition above about 22%, passing the limit was not always enough;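 further: 0% = cells with DMSO and 100% = wells without cells with DMSO; values of inactives mirror those of a sister screen read the other way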
# Target sequence (P35372 whole entry, looked up): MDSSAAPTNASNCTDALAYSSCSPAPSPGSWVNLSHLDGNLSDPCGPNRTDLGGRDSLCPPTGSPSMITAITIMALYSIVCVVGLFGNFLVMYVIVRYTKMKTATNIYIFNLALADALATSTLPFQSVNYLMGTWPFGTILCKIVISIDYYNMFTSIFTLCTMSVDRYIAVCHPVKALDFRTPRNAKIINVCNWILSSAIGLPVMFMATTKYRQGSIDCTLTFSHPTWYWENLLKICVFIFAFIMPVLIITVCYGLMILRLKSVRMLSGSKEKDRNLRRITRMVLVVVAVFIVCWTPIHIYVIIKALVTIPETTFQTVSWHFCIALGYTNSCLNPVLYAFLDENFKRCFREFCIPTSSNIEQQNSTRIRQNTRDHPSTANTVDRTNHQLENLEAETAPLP
# Target sequence (P41143 whole entry, looked up): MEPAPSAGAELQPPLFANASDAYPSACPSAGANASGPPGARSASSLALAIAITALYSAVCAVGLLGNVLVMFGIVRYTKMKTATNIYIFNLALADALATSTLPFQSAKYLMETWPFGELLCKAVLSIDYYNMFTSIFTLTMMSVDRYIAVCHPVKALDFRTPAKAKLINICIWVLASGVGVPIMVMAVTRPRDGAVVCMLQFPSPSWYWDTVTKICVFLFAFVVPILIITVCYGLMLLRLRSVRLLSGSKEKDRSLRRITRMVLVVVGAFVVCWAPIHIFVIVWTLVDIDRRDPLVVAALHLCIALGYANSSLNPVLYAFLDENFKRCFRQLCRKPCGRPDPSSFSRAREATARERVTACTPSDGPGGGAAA
# PKA-R1A activ: activators of PKA-R1A complex | P00514+P68181 | PKA-R1A dissociation, Cy5-IP20 fluorescence polarization; scaled: DMSO 0%, 113 µM cGMP 100% | 340,000 compounds, 0.083% hits | AID 504707 | activation, % at 11.4 µM;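 active means percent activation above the mean of all tested compounds plus 3 SD, cut at about 19% in these data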;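 further: higher means more PKAc released from R1A so a rise in polarization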
# Tat transport: blocks Tat-dependent protein export in E. coli. E. coli MC4100 TorA-mCherry Tat export, fluorescence. inhibition, % at 10 µM. 340,000 compounds, 0.036% hits;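 active means mean replicate inhibition at least 50% and at least half of replicates individually reaching 50%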;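 further: exported cargo escapes ClpAP degradation while cytoplasmic cargo is degraded and loses fluorescence; 0% = median of neutral control wells and 100% = median of NaSCN control wells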
# OPRM1-OPRD1 ag: OPRM1-OPRD1 heterodimerization agonism; cells, luminescence; activation, % at 9.3 µM; 340,000 compounds, 0.3% hits; AID 504326; in the data active means activation above about 18%;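 further: 0% = vehicle-treated cells and 100% = reference agonist; values of inactives mirror those of a sister screen read the other way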
# Arr AP2 block: human beta-arrestin and AP2 interaction inhibition; FITC-arrestin peptide / GST-AP2 beads, flow cytometry; AP2 beta2 appendage carries R879A mutation; inhibition, % at 10 µM; 340,000 compounds, 0.31% hits; AID 504490;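 active means inhibition above a set limit, near 3 SD of compounds lacking own fluorescence, cut at about 54% in these data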;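 further: plate controls were DMSO wells for no effect and 5 µM unlabelled arrestin peptide for full effect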
#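 system = GST-tagged AP2 beta2-adaptin appendage (R879A) on 4 µm glutathione beads | reagent = FITC-labelled arrestin peptide probe, 50 nM final | schedule = compound with beads 12 min RT, then probe 1 h RT | signal = HyperCyt-sampled flow cytometry, FL1 channel, ex 488/em 535 nm | read-out = percent response from loss of bead-bound FITC fluorescence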
# * hit, by the source's call; / = not tested or not shown.
SMILES,Ecoli viability,AddAB inh,PfHsp90 set2,Mot1-301 SUMO,DSG3 Ab inh,phage Ecoli inh,OPRM1-OPRD1 inv,PKA-R1A activ,Tat transport,OPRM1-OPRD1 ag,Arr AP2 block
CCN(CC(=O)Nc1ccc(NC(C)=O)cc1)C(=O)/C=C/c1ccc(S(=O)(=O)N2CCCCCC2)cc1,-1.3,-2.8,3,-14,108,-0.6,8,3,3,-2.3,-6
O=C(CC1C(=O)NCCN1Cc1ccc(F)cc1Cl)NCc1ccon1 (centres undefined),-1.1,4.2,12,-7,94,0.9,13,2,1,-2.5,-14
CCOC(=O)N1CCN(C(=O)c2cc3c(=O)[nH]c4ccccc4c3s2)CC1,-3.9,0.5,-23,-12,73,1.8,14,1,-2,-2.7,-7
COc1ccc(-n2cnnc2SCC(=O)Nc2ccccc2F)cc1,-1.0,1.4,3,-16,/,3.1,9,-5,4,-2.1,-23
CC(C)N(Cc1ccccc1)C(=S)NCc1ccccc1,-1.3,2.5,-10,2,102,1.7,-1,-8,0,0.3,5
COc1cccc(-c2c(-c3cc(OC)cc(OC)c3)n(C)c3ccc(-c4cnc(N5CCOCC5)nc4)cc23)c1,-2.1,-1.7,-13,29,97,2.2,5,8,-2,-0.9,5
C=C1C(=O)O[C@H]2[C@H]1[C@H](OC(=O)/C(C)=C\C)C[C@]1(CO1)[C@@H]1[C@H](OC(C)=O)C=C(C)[C@]21O,/,/,7,/,98,-0.8,6,-1,-5,-1.3,16
CN(C)c1cccc2c1c(NC(=O)Nc1ccc(Cl)cc1Cl)nn2C,-1.4,0.2,-25,10,/,3.0,-4,-1,-2,0.8,4
CN1CCN(/C=N/c2c(C#N)cnn2C)CC1,1.3,0.0,-21,-20,102,0.2,18,-15,-6,-3.3,9
CN(Cc1cccnc1)C(=O)Cc1ccc(NS(=O)(=O)c2cccc(C(F)(F)F)c2)cc1,0.1,0.7,1,-19,81,1.1,17,-6,8,-2.6,-8
CCOC(=O)N1CCC(N2C(=O)c3ccccc3C2Nc2ccccc2)CC1 (centres undefined),2.6,-0.3,-3,2,101,1.9,9,-3,-2,-1.7,11
Cc1cccc(N2CCN(C(c3ccncc3)c3nnnn3C(C)(C)C)CC2)c1C (centres undefined),-0.6,1.0,14,3,88,0.8,11,-5,14,-2.4,-3
O=C(CSc1ncccn1)N/N=C/c1ccccc1[N+](=O)[O-],-0.9,0.2,-1,-2,104,3.8,7,4,-8,-1.3,-2
COc1ccccc1-c1cn(S(=O)(=O)c2ccc(C)cc2)nc1N,-0.1,1.9,-9,-5,102,2.1,5,-4,2,-1.1,2
CCCn1nc(C(=O)OCC(=O)Nc2ccc(C(N)=O)cc2)c2ccccc2c1=O,-1.8,0.9,-4,-5,98,1.3,-17,-7,-8,3.5,2
CCC(=O)Nc1nonc1-c1nc2ccccc2n1Cc1ccccc1,1.6,3.2,4,-9,111,4.7,14,-1,-3,-3.4,4
Fc1ccccc1OCCSc1nnnn1-c1ccccc1,1.1,1.6,-1,139,98,3.1,6,-3,0,-1.1,4
O=C(CCc1nc2ccccc2c(=O)[nH]1)OCc1cccc(C(F)(F)F)c1,-0.1,-2.0,-12,-5,99,3.6,-22,-3,-4,4.2,-4
CC1CC(C)CN(C(=O)C(C)N(C)CC(=O)Nc2ccc(Cl)cc2)C1 (centres undefined),-1.3,-1.4,-12,/,103,1.4,-29,-3,5,5.6,-13
O=C(CCC1N=C2c3ccccc3N=C(SCc3ccccc3Cl)N2C1=O)NCc1ccco1 (centres undefined),0.6,-0.4,-8,-8,105,3.7,11,-2,6,-1.7,20
C(=NN=C1c2ccccc2-c2ccccc21)c1c[nH]c2ccccc12,/,/,131*,/,96,3.2,-11,-12,4,2.5,-11
Cn1c(=O)oc2cc(NC(=O)CCl)ccc21,-0.8,-0.2,6,-2,95,-0.2,8,5,7,-1.5,10
CCN1C(=O)C(=O)c2cc(C)ccc21,0.5,4.5,16,12,104,2.3,19,-11,0,-3.3,0
Cc1cc(C(=O)N2CCCCCC2)cs1,-0.7,-1.3,8,-1,101,2.1,19,-3,8,-3.5,-5
CN(C)Cc1cccc(-c2ccccc2)c1O,/,/,4,/,84,4.4,3,3,1,-0.7,5
Cc1nc2sc(C(=O)OC(C)C)c(N)c2c(C)c1C,0.3,-0.8,-5,5,102,0.6,-1,-2,-3,0.1,11
Cc1ccc(C2=N/C(=C\N(C)C)C(=O)O2)cc1,-2.5,1.4,-28,-13,100,2.2,19,6,-10,-3.4,-5
COc1ccc(NC(=O)C2CC2)cc1OC1CCCC1,-0.9,-1.3,13,-14,119,/,16,15,-6,-3.5,5
Cc1nc(NC(=O)COC(=O)CNC(=O)c2ccco2)c(Cl)cc1Cl,3.5,0.2,4,32,110,1.0,9,-17,6,-2.1,-6
Cc1ccc(S(=O)(=O)N2CCOC2CNC(=O)C(=O)NCc2ccco2)cc1 (centres undefined),0.5,-3.0,23,-1,101,2.4,-4,-4,-4,0.7,2
O=C(c1cccs1)N1CCN(C/C=C/c2ccccc2)CC1,-0.5,-0.2,-3,4,111,4.6,-7,4,5,1.2,1
CCOC(=O)[C@H]1NN=C(C(=O)OC)[C@@H]1c1ccccc1,-2.2,3.8,-8,-21,/,3.2,-1,-4,-3,0.2,19
CCOC(=O)c1ccc(N2C(=O)C(C)=C(C)C2=O)cc1,-0.1,-0.6,-3,-10,79,0.5,-8,3,0,1.3,16
CCC1SC(CC)C(=O)N(CC(=O)NCc2ccc(F)cc2)C1=O (centres undefined),3.0,-1.0,-8,7,112,-0.4,-9,2,1,1.7,-3
CSCCC(NS(=O)(=O)c1ccc(Cl)c(Cl)c1)C(=O)O (centres undefined),-2.0,1.4,8,673,100,2.8,-6,-1,-1,1.2,9
Cc1cc(C)n2nc(S(=O)(=O)Nc3c(Cl)cccc3Cl)nc2n1,3.0,3.1,-8,-33,97,3.2,21,-4,-4,-4.5,2
CC(CNC1CCCCC1)OC(=O)c1ccc([N+](=O)[O-])cc1 (centres undefined),/,/,8,/,94,3.2,5,6,-3,-1.2,12
O=C(Nc1ccccc1)Nc1ccccc1C(=O)NCCCN1CCOCC1,0.9,0.8,5,5,113,1.7,20,9,-3,-3.8,7
CC(C)N(Cc1ccccc1)C(=O)c1cnc2n(c1=O)CCS2,-1.5,0.0,-1,-9,109,1.9,10,-2,-1,-1.8,2
CC(=O)C(C)Sc1nnc(-c2ccccc2F)n1C1CC1 (centres undefined),-2.0,3.4,11,107,98,-1.0,-4,5,1,0.5,18
COc1ccc(Cl)cc1C(=O)OCC(=O)Nc1sccc1C(N)=O,-0.4,-0.2,/,-4,94,1.0,1,4,-10,-0.1,14
CCCCCN(C(=O)CN1CCC(Cc2ccccc2)CC1)c1c(N)n(CCCC)c(=O)[nH]c1=O,0.7,3.9,-22,12,106,5.5,7,-18,-6,-1.2,4
Cc1ccc(C(=O)NCCOc2cccc3cccnc23)cc1Cl,-1.4,0.2,-1,-2,84,3.6,6,0,2,-0.9,27
COc1cc(C=O)c(Cl)cc1OCC(N)=O,-0.2,2.8,-74,-3,101,2.2,18,-7,-3,-3.6,5
CCOc1ccc(N2C(=O)Nc3ccccc3C2(O)C(=O)NCc2ccc(F)cc2)cc1 (centres undefined),1.2,-1.4,10,339,/,-1.5,14,1,7,-3.1,-10

# Complete entries as entered above. Order of screens: Ecoli viability	AddAB inh	PfHsp90 set2	Mot1-301 SUMO	DSG3 Ab inh	phage Ecoli inh	OPRM1-OPRD1 inv	PKA-R1A activ	Tat transport	OPRM1-OPRD1 ag	Arr AP2 block
# Record of CCOC(=O)[C@H]1NN=C(C(=O)OC)[C@@H]1c1ccccc1 → -2.2	3.8	-8	-21	/	3.2	-1	-4	-3	0.2	19
# Record of CCOC(=O)c1ccc(N2C(=O)C(C)=C(C)C2=O)cc1 → -0.1	-0.6	-3	-10	79	0.5	-8	3	0	1.3	16
# Record of CSCCC(NS(=O)(=O)c1ccc(Cl)c(Cl)c1)C(=O)O (centres undefined) → -2.0	1.4	8	673	100	2.8	-6	-1	-1	1.2	9
# Record of CC(=O)C(C)Sc1nnc(-c2ccccc2F)n1C1CC1 (centres undefined) → -2.0	3.4	11	107	98	-1.0	-4	5	1	0.5	18
# Record of CC(C)N(Cc1ccccc1)C(=O)c1cnc2n(c1=O)CCS2 → -1.5	0.0	-1	-9	109	1.9	10	-2	-1	-1.8	2

# More results follow:
SMILES,Ecoli viability,AddAB inh,PfHsp90 set2,Mot1-301 SUMO,DSG3 Ab inh,phage Ecoli inh,OPRM1-OPRD1 inv,PKA-R1A activ,Tat transport,OPRM1-OPRD1 ag,Arr AP2 block
COc1ccc(CCNC(=O)COC(=O)/C=C/c2ccc3c(c2)OCO3)cc1,0.4,-3.5,-10,2,89,2.2,-11,1,5,2.2,-15
Cc1ccc(NS(=O)(=O)c2c(C)[nH]c(C)c2C(=O)N2CCCCC2)cc1C,0.0,5.0,16,298,/,2.2,3,8,3,-0.6,-2
CC1CN(S(=O)(=O)c2ccc(C(=O)Nc3ccc(S(=O)(=O)Nc4ncccn4)cc3)cc2)CC(C)O1 (centres undefined),-1.5,-1.4,1,-9,92,2.2,6,12,5,-1.1,31
CC(=O)c1cc2c(cc1NC(=O)c1c(-c3ccccc3)noc1C)OCO2,-1.2,4.0,-14,0,105,2.5,11,4,4,-2.6,-8
O=C1c2ccccc2C(=O)N1Cc1ccco1,-2.3,0.9,-3,-13,/,-2.8,5,-3,-7,-0.8,0
CCCCNS(=O)(=O)c1ccc2nc(SCC(=O)Nc3ccccc3)[nH]c2c1,2.7,4.8,-5,-6,110,3.8,-9,-1,1,1.7,18
CS(=O)(=O)N(CC(=O)N1CCCCC1)c1cccc(F)c1,0.8,2.7,-23,413,91,2.3,7,12,0,-1.2,-9
CCOC(=O)C1=C(COC(=O)c2ccc(Br)o2)NC(=O)NC1C (centres undefined),0.2,-0.1,-10,1,107,1.3,8,5,4,-1.4,1

# Screens: PubChem BioAssay, several laboratories
